Compound activity: PubChem, Broad Institute
F508del corr: correctors of CFTR F508del function in bronchial epithelial cells; CFBE cells, YFP halide quenching; stimulated with forskolin plus potentiator P3; % fluorescence drop versus neutral controls; activity (quench increase), % at 7.58 µM; hit rate 0.36% among 350,000; AID 720511;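 active = mean added fluorescence quench of at least 8% versus neutral control, with both replicates also reaching 8%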;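 also: cells transiently co-express mutant CFTR-F508del with the halide-sensitive YFP; corrector assay measuring rescue of mutant channel to the surface after 24 h compound exposure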
DENV2 CPE: DENV2-induced cell death inhibition. DENV2-infected cells, cytopathic effect rescue, plate reader. CPE inhibition, % at 9.99 µM. hit rate 1.7% among 350,000. AID 651640; in the data active = CPE inhibition above about 20%, passing the limit was not always enough; tested in BHK-21 cells;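 also: 0% = median of neutral control wells and 100% = median of positive control wells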
Casp6 inh: blocks human caspase-6 cleavage activity. P55212. purified caspase-6, Z-VEID-R110 cleavage fluorescence. inhibition, % at 12.5 µM. hit rate 0.53% among 350,000;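 active = mean inhibition across replicates at least about 35%, with every replicate also reaching that limit, limit read from the data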;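 also: 0% = median of neutral control wells and 100% = no fluorescence left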
RAD54 branch: blocks human RAD54 Holliday junction branch migration | Q92698 | FAM/BHQ fluorescence | inhibition, % at 10.4 µM | hit rate 0.14% among 360,000 | AID 602329;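 active = mean normalized replicate activity at least 40 and at least half of replicates scoring 40 or more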;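 also: 0% = median of neutral control wells and 100% = median of positive control wells; inhibitors cause a drop in the FAM fluorescence signal; in these data hits start at about 50%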
GSIS activator: primary screen for activators of insulin secretion dependent on glucose, INS-1E cells, GLuc reporter luminescence | AID 743287 | hit rate 0.61% among 370,000 | activation, % at 16.6 µM | INS-1E GLuc reporter insulin secretion, 2-3 h;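 active = lowest replicate activation of at least 40%, so every replicate reaches that level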;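 also: 0% = median of neutral control wells and 100% = median of IBMX positive control wells; some compounds called inactive have numbers as strong as hits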
Xi reactivation: reactivates the inactive X chromosome in mouse fibroblasts; XiGFP mouse fibroblasts, % GFP-positive cells imaging, 3 d; cells co-treated with 5-aza-dC sensitizer; scaled so ellipticine positive control = 100%; activation, % at 7.58 µM; hit rate 0.055% among 360,000;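 active = mean normalized replicate activation at least 10% and every replicate at or above 10%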;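 also: 0% = median of on-plate neutral control wells and 100% = ellipticine 6 µM median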
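material = 68-5-11 XiGFP fibroblast line | medium = DMEM plus 5-aza-dC sensitizer | schedule = 3 days compound exposure | benchmarks = positive control ellipticine, 6 µM final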
E-selectin induc: induces E-selectin expression in human endothelial cells. hit rate 0.37% among 260,000. HUVEC E-selectin immunofluorescence imaging; normalized: neutral wells 0, TNF-alpha wells 100. activation, % at 7.58 µM. AID 686992;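 active = mean E-selectin-positive cell signal at least 10% of the positive control, reached in at least 60% of replicates, without over 20% cell loss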;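 also: in these data hits start at about 27%; measured in HUVEC primary endothelial cells; signal is the percent of cells scored E-selectin positive by PE staining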
Target sequence (P16581 whole entry, looked up): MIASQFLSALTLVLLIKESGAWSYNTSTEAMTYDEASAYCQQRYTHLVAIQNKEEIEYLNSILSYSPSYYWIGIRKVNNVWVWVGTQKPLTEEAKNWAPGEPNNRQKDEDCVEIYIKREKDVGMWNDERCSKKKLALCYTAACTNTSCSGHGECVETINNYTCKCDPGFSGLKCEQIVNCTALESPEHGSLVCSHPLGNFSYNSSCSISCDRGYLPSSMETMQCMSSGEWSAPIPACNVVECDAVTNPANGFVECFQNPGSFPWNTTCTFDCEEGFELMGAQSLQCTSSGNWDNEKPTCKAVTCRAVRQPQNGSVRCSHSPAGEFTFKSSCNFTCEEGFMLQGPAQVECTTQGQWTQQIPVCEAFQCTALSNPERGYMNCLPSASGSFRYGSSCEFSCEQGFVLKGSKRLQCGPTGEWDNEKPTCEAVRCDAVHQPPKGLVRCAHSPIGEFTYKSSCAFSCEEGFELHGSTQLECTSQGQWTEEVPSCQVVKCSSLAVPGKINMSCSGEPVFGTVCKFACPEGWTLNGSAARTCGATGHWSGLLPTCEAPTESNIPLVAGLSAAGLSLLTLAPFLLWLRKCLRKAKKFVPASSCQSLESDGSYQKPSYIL
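Test system: HUVEC | Signal: Immunofluorescence imaging | Read-out: Percent E-selectin-positive cells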
RAD52 anneal inh: blocks human RAD52 DNA annealing | P43351 | recombinant RAD52 DNA annealing, FRET fluorescence | inhibition, % at 18.7 µM | hit rate 0.46% among 360,000 | AID 651710;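 active = every replicate showing at least 50% inhibition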
Target sequence (P43351 whole entry, looked up): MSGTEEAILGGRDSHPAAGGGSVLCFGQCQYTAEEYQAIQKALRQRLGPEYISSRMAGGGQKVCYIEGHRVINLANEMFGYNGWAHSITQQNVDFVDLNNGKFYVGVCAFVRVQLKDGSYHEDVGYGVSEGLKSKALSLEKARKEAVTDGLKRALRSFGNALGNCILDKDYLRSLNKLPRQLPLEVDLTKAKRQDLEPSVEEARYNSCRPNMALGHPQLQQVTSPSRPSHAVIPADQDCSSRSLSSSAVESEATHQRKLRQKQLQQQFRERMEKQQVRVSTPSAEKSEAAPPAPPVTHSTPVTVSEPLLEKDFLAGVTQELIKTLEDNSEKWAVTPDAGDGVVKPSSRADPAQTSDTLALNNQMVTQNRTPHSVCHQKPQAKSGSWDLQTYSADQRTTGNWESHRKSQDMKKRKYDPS
* hit, by the source's call.

How did C[C@@]12CCC=C[C@H]1[C@H](c1ccc(/C=C/c3ccccc3)cc1F)N(Cc1ccccc1)C2=O do in these assays?
F508del corr: 1.3; DENV2 CPE: 11; Casp6 inh: 0; RAD54 branch: -2; GSIS activator: 7; Xi reactivation: 0.0; E-selectin induc: -0.1; RAD52 anneal inh: -60

How did CC(C)(C)c1ccc(C(=O)OCC(=O)Nc2sc3c(c2C#N)CCC3)cc1 do in these assays?
F508del corr: -1.9; DENV2 CPE: 99*; Casp6 inh: 1; RAD54 branch: -6; GSIS activator: -8; Xi reactivation: 0.2; RAD52 anneal inh: -18

Results for CN(C)C(=O)CSc1nc2ccc(N3C(=O)c4ccccc4C3=O)cc2s1 ?
F508del corr: -3.1; DENV2 CPE: -2; Casp6 inh: 1; GSIS activator: 4; Xi reactivation: 0.1; E-selectin induc: 3.7; RAD52 anneal inh: -28

Results for O=C(c1cnccn1)N1CC(=O)N2[C@H](CO)[C@H](c3ccc(/C=C/c4ccccc4)cc3)[C@@H]2C1 ?
F508del corr: -0.9; DENV2 CPE: -2; Casp6 inh: 0; GSIS activator: -14; Xi reactivation: 0.0; E-selectin induc: 0.0; RAD52 anneal inh: 2

Results for C[C@@H]1CCCCO[C@@H](CN(C)Cc2ccc3c(c2)OCO3)[C@@H](C)CN([C@H](C)CO)C(=O)c2cc(NC(=O)c3ccccc3)ccc2O1 ?
F508del corr: -1.0; DENV2 CPE: -14; Casp6 inh: 1; RAD54 branch: 12; GSIS activator: -20; Xi reactivation: 0.2; E-selectin induc: -0.2; RAD52 anneal inh: -16

How did COc1ccc(CNC(=S)Nc2ccc(Br)cc2)cc1 do in these assays?
F508del corr: 0.5; DENV2 CPE: -6; Casp6 inh: 6; RAD54 branch: -6; GSIS activator: 5; Xi reactivation: 1.8; RAD52 anneal inh: -39

What do the screens show for `Cc1cc(C(=O)c2ccc3ccccc3c2)c(C)o1`?
F508del corr: -2.7; DENV2 CPE: 8; Casp6 inh: 1; RAD54 branch: -11; GSIS activator: -31; Xi reactivation: -0.2; E-selectin induc: 0.6; RAD52 anneal inh: -8

What do the screens show for `CC1(C)SC(=Nc2ccccc2)N(S(=O)(=O)c2ccccc2)C1=O`?
F508del corr: -1.7; DENV2 CPE: 0; Casp6 inh: 3; RAD54 branch: -2; GSIS activator: 7; Xi reactivation: 0.0; RAD52 anneal inh: -10

Results for O=C(Cc1ccc(Br)cc1)OCC(=O)c1ccc[nH]1 ?
F508del corr: 0.3; DENV2 CPE: 8; Casp6 inh: 0; RAD54 branch: -2; GSIS activator: -7; Xi reactivation: 0.2; E-selectin induc: -0.1; RAD52 anneal inh: -25

How did CCOC(=O)c1ccc(NC(=O)c2nc[nH]c2C(=O)N[C@@H](C)C(=O)OC(C)(C)C)cc1 do in these assays?
F508del corr: -0.1; RAD54 branch: 4; GSIS activator: -6; Xi reactivation: 0.1; E-selectin induc: -0.1

Compounds listed so far that contain a carbonyl joined to an NH by a bond outside any ring:
How did CC(C)(C)c1ccc(C(=O)OCC(=O)Nc2sc3c(c2C#N)CCC3)cc1 do in these assays?
F508del corr: -1.9; DENV2 CPE: 99*; Casp6 inh: 1; RAD54 branch: -6; GSIS activator: -8; Xi reactivation: 0.2; RAD52 anneal inh: -18

Results for C[C@@H]1CCCCO[C@@H](CN(C)Cc2ccc3c(c2)OCO3)[C@@H](C)CN([C@H](C)CO)C(=O)c2cc(NC(=O)c3ccccc3)ccc2O1 ?
F508del corr: -1.0; DENV2 CPE: -14; Casp6 inh: 1; RAD54 branch: 12; GSIS activator: -20; Xi reactivation: 0.2; E-selectin induc: -0.2; RAD52 anneal inh: -16

How did CCOC(=O)c1ccc(NC(=O)c2nc[nH]c2C(=O)N[C@@H](C)C(=O)OC(C)(C)C)cc1 do in these assays?
F508del corr: -0.1; RAD54 branch: 4; GSIS activator: -6; Xi reactivation: 0.1; E-selectin induc: -0.1

(continued)
What do the screens show for `C=CCn1c(C)nnc1SCC(=O)Nc1nc(C)c(C(=O)N(C)C)s1`?
F508del corr: 1.5; DENV2 CPE: 0; Casp6 inh: -1; RAD54 branch: 3; GSIS activator: -5; Xi reactivation: 0.0; E-selectin induc: 0.2; RAD52 anneal inh: -20

What do the screens show for `COc1cc(-c2nnc(SCc3cccnc3)n2C)cc(OC)c1O`?
F508del corr: -0.6; DENV2 CPE: 3; Casp6 inh: -8; RAD54 branch: 0; GSIS activator: 11; RAD52 anneal inh: -9

What do the screens show for `CN(C)S(=O)(=O)c1ccc(Cl)c(C(=O)Nc2cccc([N+](=O)[O-])c2)c1`?
F508del corr: -5.8; DENV2 CPE: 5; Casp6 inh: -1; GSIS activator: -8; Xi reactivation: 0.0; E-selectin induc: 0.4; RAD52 anneal inh: -10

What do the screens show for `COc1cc(CC(=O)NCC(C)(C)N2CCOCC2)cc(OC)c1OC`?
F508del corr: 0.3; DENV2 CPE: 5; Casp6 inh: -96; RAD54 branch: 2; GSIS activator: 15; Xi reactivation: 0.0; E-selectin induc: 0.2; RAD52 anneal inh: -3

How did Cc1cccc(S(=O)(=O)N2[C@@H]3c4cccc(=O)n4C[C@H]2[C@H](CO)[C@H]3C(=O)NC2CCC2)c1 do in these assays?
F508del corr: -3.1; DENV2 CPE: 1; Casp6 inh: -2; RAD54 branch: -13; GSIS activator: 7; Xi reactivation: 1.8; E-selectin induc: -0.3; RAD52 anneal inh: 0

Results for COc1cccc(NC(=O)NC2CCCCCCC2)c1 ?
F508del corr: -0.8; DENV2 CPE: -3; Casp6 inh: 2; RAD54 branch: 6; GSIS activator: 1; Xi reactivation: 0.0; E-selectin induc: -0.4; RAD52 anneal inh: 4

Results for CC(=O)Nc1ccc(NC(=O)CSc2nnc(C)c(=O)n2N)cc1 ?
F508del corr: -2.5; DENV2 CPE: 4; Casp6 inh: -2; RAD54 branch: 0; GSIS activator: 22; Xi reactivation: -0.2; RAD52 anneal inh: -17

Results for CC/C(O)=C1\C(=O)CC(C)(C)CC1=NCCc1nc2ccccc2[nH]1 ?
F508del corr: 0.6; DENV2 CPE: 0; Casp6 inh: -2; GSIS activator: -11; Xi reactivation: 0.2; RAD52 anneal inh: -7

How did O=C1OCCC1Sc1nc2ccccc2c(=O)n1Cc1ccccc1 (centres undefined) do in these assays?
F508del corr: 0.9; Casp6 inh: 3; GSIS activator: 15; Xi reactivation: 0.6; RAD52 anneal inh: 8

What do the screens show for `C/C=C(\C)C(=O)O[C@H](c1cc2ccc(=O)oc2cc1OC)[C@@H](O)C(C)(C)O`?
F508del corr: 0.0; DENV2 CPE: -2; Casp6 inh: 0; RAD54 branch: -2; GSIS activator: -1; Xi reactivation: 0.0; E-selectin induc: -0.1; RAD52 anneal inh: -17

The last two records of the part above lead into the next:
How did O=C1OCCC1Sc1nc2ccccc2c(=O)n1Cc1ccccc1 (centres undefined) do in these assays?
F508del corr: 0.9; Casp6 inh: 3; GSIS activator: 15; Xi reactivation: 0.6; RAD52 anneal inh: 8

What do the screens show for `C/C=C(\C)C(=O)O[C@H](c1cc2ccc(=O)oc2cc1OC)[C@@H](O)C(C)(C)O`?
F508del corr: 0.0; DENV2 CPE: -2; Casp6 inh: 0; RAD54 branch: -2; GSIS activator: -1; Xi reactivation: 0.0; E-selectin induc: -0.1; RAD52 anneal inh: -17

How did COC(=O)c1c(NC(=O)CN2C(=O)NC3(CCc4ccccc4C3)C2=O)sc2c1CCCCC2 (centres undefined) do in these assays?
DENV2 CPE: 4; Casp6 inh: -2; GSIS activator: -6; Xi reactivation: 0.3; RAD52 anneal inh: -25

Results for COc1ccc(S(=O)(=O)N2CCOCC2)cc1NC(=O)CCc1cc(OC)c(OC)c(OC)c1 ?
F508del corr: -3.9; DENV2 CPE: 0; Casp6 inh: -4; RAD54 branch: -1; GSIS activator: -8; Xi reactivation: 0.0; E-selectin induc: -0.2; RAD52 anneal inh: -20

Results for Clc1ccccc1NN(Cc1ccncc1)c1ccccc1Cl ?
F508del corr: 2.1; DENV2 CPE: 0; Casp6 inh: 2; RAD54 branch: -5; GSIS activator: -3; Xi reactivation: 0.2; E-selectin induc: -2.6; RAD52 anneal inh: -2

Results for CC=Cc1ccc2n(c1=O)C[C@H]1[C@H](CO)[C@@H](C(=O)NCc3ccccc3)N(S(C)(=O)=O)[C@@H]21 (mixture of isomers) ?
F508del corr: 0.3; DENV2 CPE: 0; Casp6 inh: 1; RAD54 branch: 1; GSIS activator: 0; Xi reactivation: -0.1; E-selectin induc: 0.0; RAD52 anneal inh: -5

What do the screens show for `Cn1c(CC2C(=O)Nc3ccc(Br)cc32)nc2ccccc2c1=O` (centres undefined)?
F508del corr: 2.1; DENV2 CPE: 13; Casp6 inh: 3; RAD54 branch: -1; GSIS activator: -35; RAD52 anneal inh: -8

What do the screens show for `CCOC(=O)c1ccc(NC(=O)c2nc[nH]c2C(=O)NCCCNC(=O)c2[nH]cnc2C(=O)Nc2ccc(C(=O)OCC)cc2)cc1`?
F508del corr: -1.1; DENV2 CPE: 9; Casp6 inh: 1; RAD54 branch: 2; GSIS activator: 10; Xi reactivation: 0.0; E-selectin induc: 0.1; RAD52 anneal inh: -96

What do the screens show for `N=C1/C(=C\c2coc3ccccc3c2=O)C(=O)N=C2SC=CN12`?
F508del corr: -0.7; DENV2 CPE: 12; Casp6 inh: 3; RAD54 branch: -90; GSIS activator: -49; Xi reactivation: 1.7; E-selectin induc: 1.1; RAD52 anneal inh: inactive

How did Cc1ccc(F)cc1C(=O)N1CCCCC1c1cc(C(=O)Nc2ccc(F)c(Cl)c2)no1 (centres undefined) do in these assays?
F508del corr: -2.2; DENV2 CPE: 7; Casp6 inh: -2; RAD54 branch: 8; Xi reactivation: 0.1; E-selectin induc: 0.2; RAD52 anneal inh: -16

How did C#CCOCCOCCOCCNc1nc(N2CCN(C(=O)[C@H](CCCN=C(N)N)n3cc(C(N)[C@@H](C)CC)nn3)CC2)nc(N2CCN(C(=O)[C@H](CCC(=O)O)n3cc([C@@H](N)CO)nn3)CC2)n1 (some centres undefined) do in these assays?
F508del corr: 1.5; DENV2 CPE: -6; Casp6 inh: -139; RAD54 branch: -16; GSIS activator: 17; Xi reactivation: 0.0; E-selectin induc: -0.1; RAD52 anneal inh: 6

How did O=C1CSC(c2ccc(Cl)cc2)N1Nc1nc(N2CCOCC2)nc(N2CCOCC2)n1 (centres undefined) do in these assays?
F508del corr: -0.1; DENV2 CPE: -1; Casp6 inh: -1; RAD54 branch: -2; GSIS activator: -8; Xi reactivation: 0.2; RAD52 anneal inh: -16

How did C=C(C)COc1ccc2c(C)c(CCC(=O)N3C[C@H]4C[C@@H](C3)c3cccc(=O)n3C4)c(=O)oc2c1 do in these assays?
F508del corr: -1.9; DENV2 CPE: 4; Casp6 inh: 0; RAD54 branch: 9; GSIS activator: -9; RAD52 anneal inh: 1

How did O=C(C[C@H]1CC[C@@H](NC(=O)c2ccc3c(c2)OCO3)[C@@H](CO)O1)NCc1ccc(F)cc1 do in these assays?
F508del corr: 2.8; DENV2 CPE: -15; Casp6 inh: -2; RAD54 branch: 1; GSIS activator: -5; Xi reactivation: 0.2; E-selectin induc: 1.6; RAD52 anneal inh: 5

What do the screens show for `O=C1COc2ccc(NC(=O)c3ccccc3C(=O)O)cc2N1`?
F508del corr: 1.9; DENV2 CPE: 9; Casp6 inh: -3; RAD54 branch: -3; GSIS activator: -3; Xi reactivation: 0.1; RAD52 anneal inh: 3

What do the screens show for `CN(C)CCNC(=O)c1cccc(-c2cnc3c(NC=O)cc(-c4ccccc4F)cn23)c1`?
F508del corr: 2.7; DENV2 CPE: -7; Casp6 inh: -11; RAD54 branch: 63*; Xi reactivation: 0.0; E-selectin induc: -0.6; RAD52 anneal inh: 96*

How did COc1ccc(-c2cn(Cc3ccc4c(c3)C(=O)c3ccccc3C4=O)nn2)cc1 do in these assays?
F508del corr: 3.0; Casp6 inh: -10; RAD54 branch: 1; GSIS activator: 4; Xi reactivation: 0.0; E-selectin induc: -0.1; RAD52 anneal inh: -12
